Bioassay records (PubChem BioAssay)
ANO1 block: mouse TMEM16A channel inhibition, primary screen; Q8BHY3; HEK293 TMEM16A/YFP iodide influx fluorescence, ionomycin; normalized B-score (activity score, 25-100; higher = stronger inhibition) at 10 µM; actives 1.2% (n = 310,000);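 active = ratio plate-corrected score three or more library SD toward inhibition, starting fluorescence score within five deviations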;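 also: score derived from kinetic fluorescence span divided by baseline fluorescence per well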
Target sequence (Q8BHY3 whole entry, looked up): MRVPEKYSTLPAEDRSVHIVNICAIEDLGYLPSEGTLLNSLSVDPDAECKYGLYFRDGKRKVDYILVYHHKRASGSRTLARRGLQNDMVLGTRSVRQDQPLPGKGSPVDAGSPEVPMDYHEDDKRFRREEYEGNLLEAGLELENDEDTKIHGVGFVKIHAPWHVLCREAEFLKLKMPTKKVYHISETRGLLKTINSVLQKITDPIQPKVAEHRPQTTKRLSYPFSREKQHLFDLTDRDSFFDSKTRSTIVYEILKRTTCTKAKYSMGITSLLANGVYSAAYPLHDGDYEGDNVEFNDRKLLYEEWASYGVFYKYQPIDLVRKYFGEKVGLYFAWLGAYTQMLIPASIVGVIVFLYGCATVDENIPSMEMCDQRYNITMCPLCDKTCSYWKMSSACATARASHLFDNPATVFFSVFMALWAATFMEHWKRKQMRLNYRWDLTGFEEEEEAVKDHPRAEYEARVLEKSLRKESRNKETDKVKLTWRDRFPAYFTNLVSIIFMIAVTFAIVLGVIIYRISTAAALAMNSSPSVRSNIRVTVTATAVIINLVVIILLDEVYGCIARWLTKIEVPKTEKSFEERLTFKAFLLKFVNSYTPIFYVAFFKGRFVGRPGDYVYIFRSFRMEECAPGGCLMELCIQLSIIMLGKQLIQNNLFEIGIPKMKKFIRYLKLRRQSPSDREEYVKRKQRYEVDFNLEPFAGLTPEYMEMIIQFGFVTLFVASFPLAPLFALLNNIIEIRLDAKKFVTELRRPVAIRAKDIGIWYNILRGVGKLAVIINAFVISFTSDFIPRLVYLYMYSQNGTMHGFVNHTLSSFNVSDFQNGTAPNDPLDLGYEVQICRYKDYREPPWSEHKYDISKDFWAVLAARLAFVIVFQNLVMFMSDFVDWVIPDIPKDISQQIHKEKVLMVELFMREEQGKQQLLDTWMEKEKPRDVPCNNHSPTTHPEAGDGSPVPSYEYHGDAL
KCNQ1 pot: potentiators or activators of human KCNQ1 potassium channel; CHO-K1 KCNQ1, thallium flux FluxOR fluorescence; hits give high values; B-score at 10 µM; P51787; actives 0.35% (n = 310,000);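 active = fluorescence ratio B-score, a plate-corrected score, at least three library SD, with initial intensity B-score within 5 SD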
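assay system = CHO-K1 cells stably expressing KCNQ1 | medium = assay buffer, equal DMSO in all wells | timing = 37 °C overnight plating, 90-min dark dye load, 20-min compound pretreatment | measured by = kinetic FluxOR thallium fluorescence, 10-s 1-Hz baseline, 110-s post-stimulus read | measure = fluorescence change relative to baseline, converted to B score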
KCNK9 block: human KCNK9 channel inhibition; B-score at 10 µM; actives 1.2% (n = 310,000); HEK293 KCNK9, FluxOR thallium flux fluorescence; hits give low values; Q9NPC2;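 active = ratio B-score over 3 SD below the library mean, with starting fluorescence within 5 SD of its mean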;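 also: negative B-score means less thallium flux so channel inhibition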
hERG protect: hERG (human) protection from proarrhythmic block | Q12809 | CHO-hERG, FluxOR thallium flux, dofetilide IC70 present | activation (rescue from dofetilide block), less the hit threshold, % at 10 µM | actives 0.51% (n = 310,000) | AID 1511;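 active = activation above the mean of controls blocked by dofetilide plus 5 SD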;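 also: thallium influx through hERG after potassium depolarization seen as dye fluorescence rise; in these data hits start at about 4.7%; inactives centre near -7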
KCNK3 block: human KCNK3 channel inhibition, primary screen; O14649; CHO-KCNK3 thallium flux, FluxOR fluorescence; hits give low values; B-score at 10 µM; actives 0.84% (n = 340,000);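 active = B-score under library mean minus 4 SD, starting fluorescence ratio at most library mean plus 5 SD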;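 also: more negative B-score means stronger inhibition of thallium flux through KCNK3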
HDAC3 inh: human HDAC3 inhibition; inhibition, % at 8.3 µM; actives 0.15% (n = 320,000); recombinant HDAC3, fluorogenic peptide/trypsin coupled, fluorescence; O15379; in the data active = inhibition above about 26%, passing the limit was not always enough
ANO1 activ: activates or potentiates the mouse TMEM16A chloride channel; Q8BHY3; HEK293 TMEM16A/YFP-H148Q/I152L, iodide quench fluorescence; hits give low values; B-score at 10 µM; actives 0.3% (n = 340,000);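 active = fluorescence-ratio B-score plate-corrected deviation score at least 3 library SD below zero, with starting fluorescence score within 5 deviations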;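 also: channel opened by trigger with iodide after compound preincubation; score built on the fluorescence ratio of max minus min over baseline; more negative score means more quench and so TMEM16A activation or potentiation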
KCNQ1 block: human KCNQ1 channel inhibition | CHO-K1 KCNQ1, FluxOR thallium flux fluorescence; hits give high values | B-score at 10 µM | actives 1.3% (n = 310,000);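 active = compounds whose thallium flux B-score, printed positive for inhibition, exceeds three library SD while starting fluorescence stays within three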;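 also: channel opened by potassium depolarization with thallium stimulus after 20 min compound exposure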
TRPC4 PAM: allosteric potentiators of mouse TRPC4 channel. actives 0.42% (n = 310,000). Q9QUQ5. HEK293 TRPC4beta/mu-opioid, DAMGO EC20, Fluo-4 Ca2+ flux; hits give high values. B-score at 10 µM. AID 2227;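 active = B-score of calcium response area above 5 SD of library B-scores, with initial fluorescence ratio within 5 SD of library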;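 also: B-score of integrated fluorescence ratio over time as area under calcium response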
DYRK1A inh: blocks rat Dyrk1A kinase activity; AID 504441; inhibition, % at 12.5 µM; Q63470; actives 0.43% (n = 310,000); ADP-Glo luminescence, NFATc1 peptide; in the data active = inhibition above about 50%;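 also: plate controls were vehicle with enzyme for no effect and no enzyme for full effect; many of its hits are not listed in these tables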
TRPC4 agonist: TRPC4 (mouse) channel activation | HEK293 TRPC4beta/mu-opioid, Fluo4 calcium fluorescence; hits give high values | B-score at 10 µM | actives 0.49% (n = 310,000) | AID 2237;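 active = B-score above 5 SD of library B-scores, and initial fluorescence ratio not above library mean plus 5 SD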;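 also: positive B-score marks a calcium rise read as TRPC4 activation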
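system = HEK293 cells stably co-expressing mouse TRPC4beta and mu-opioid receptor | schedule = Fluo4 dye loading 45 min at room temperature, 110 s recording | measure = B-scored integrated calcium fluorescence ratio | signal = Fluo4 calcium-sensitive dye fluorescence, kinetic, 1 Hz baseline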
Starred values were filed as active, the others as inactive; i = inactive; . = not tested or not shown. The list is partial. The share of hits here may be higher or lower than overall.

smiles	TRPC4 agonist	hERG protect	TRPC4 PAM	HDAC3 inh	KCNQ1 pot	ANO1 block	KCNK3 block	KCNK9 block	KCNQ1 block	ANO1 activ	DYRK1A inh
Cc1nn(-c2ccccc2)c2sc(C(=O)OCc3nnc(-c4ccccc4)o3)cc12	i	-5.5	i	-1.5	i	i	i	i	i	i	-3.7
Cc1cccc(C)c1NC(=O)C(c1ccccc1)N1CC(=O)Nc2ccccc21 (stereo not given)	i	-14.7	i	-1.4	i	i	i	i	i	i	-15.1
COc1cc(C2=NOC(C(=O)Nc3ccc(C)cc3)C2)cc(OC)c1OC (stereo not given)	i	-10.6	i	-1.8	i	i	i	i	i	i	14.6
C=C(C)Cn1c(SCC(=O)O)nnc1-c1ccccc1	i	-14.7	i	0.1	i	i	i	i	i	i	-3.9
CCS(=O)(=O)NCc1cn2ccsc2n1	i	-4.4	i	2.7	i	i	i	i	i	i	0.0
Nc1cccc(-n2cccc2)c1	i	-18.4	i	-4.1	i	i	i	i	i	i	-3.6
COc1ccc(C2C(C#N)=C(N)Oc3n[nH]c(C)c32)cc1Cn1nc(C)c([N+](=O)[O-])c1C (stereo not given)	i	-5.5	i	9.5	i	i	i	i	i	i	-18.1
O=C(NNS(=O)(=O)c1ccc(Cl)cc1)c1cc(-c2ccccc2)nc2ccccc12	i	-4.0	i	-0.5	i	i	i	i	i	i	-4.4
CS(=O)(=O)N1CCC(C(=O)Nc2cc(Cl)ccc2Cl)CC1	i	-14.8	i	7.3	i	i	i	i	i	i	-9.1
O=C1[C@@H]2[C@@H]3C[C@@H]([C@H]4ON=C(c5ccc(Cl)cc5)[C@@H]34)[C@@H]2C(=O)N1C1CCCCC1	i	-6.3	i	1.8	i	i	i	i	i	i	4.7
Cc1cnc2ncc3sccc3c2c1	i	-5.7	i	3.0	i	i	i	i	i	i	49.7
O=C(c1cc(-c2ccc3c(c2)OCO3)on1)N1CCN(c2ccccc2)CC1	i	-8.6	i	4.6	i	i	i	i	i	i	-11.8
COc1cccc(Nc2ncnc3ccccc23)c1	i	2.6	i	2.3	i	i	i	i	i	i	73.3*
CCN(CC)CCN(Cc1cc2cc3c(cc2[nH]c1=O)OCO3)C(=S)NCCCN(C)C	i	-10.8	i	-12.9	i	i	i	i	i	i	2.3
CC(=O)c1ccc(NC(=O)COc2ccccc2C(=O)Nc2ccc(C)cn2)cc1	i	-7.1	i	-3.0	i	i	i	i	i	i	-0.2
Cc1ccc(C2=NN(C(=O)CCCC(=O)O)C(c3ccc4c(c3)OCO4)C2)cc1 (stereo not given)	i	5.5*	i	7.3	i	i	i	i	i	i	2.3
Cc1cc(=O)[nH]c2c1c(C)nn2C1CCOC(C)(C)C1 (stereo not given)	i	1.7	i	0.0	i	i	i	i	i	i	25.8
CCC1CCCCN1C(=O)c1nn2cccnc2c1Cl (stereo not given)	i	-6.2	i	2.9	i	i	i	i	i	i	-2.6
CCOC(=O)C1CCN(C(=O)CNC(=O)Cn2c(C)cc3ccccc3c2=O)CC1	i	-4.5	i	3.6	i	i	i	i	i	i	2.9
CCC1(O)CC(c2ccccc2)=NN1C(=O)c1ccccc1F (stereo not given)	i	-1.6	i	1.3	i	i	i	i	i	i	-5.5
COc1cc2c(cc1OC)-c1cc(N3CCCCCC3)nc(=O)n1CC2	i	-3.8	i	2.2	i	i	i	i	i	i	16.8
Cc1cc(NS(=O)(=O)c2ccc(NC(=O)Nc3ccccc3)cc2)no1	i	-12.1	i	1.7	i	i	i	i	i	i	3.4
O=C(NC12CC3CC(CC(C3)C1)C2)c1cc2nc(-c3ccco3)cc(C(F)(F)F)n2n1	i	-3.3	i	.	i	i	i	i	6*	.	-1.4
CCCc1cc(NCc2ccccn2)n2c(nc3ccccc32)c1C#N	i	-7.1	i	-11.1	i	i	i	i	i	i	1.7
Cc1csc(NC(=O)C2CCN(S(=O)(=O)c3ccc4c(c3)oc(=O)n4C)CC2)n1	i	-12.7	i	-0.5	i	i	i	i	i	i	12.3
CCc1nc2oc3ccccc3c(=O)c2c(=O)n1-c1ccc(C)cc1	i	-7.5	i	0.2	i	i	i	i	i	i	.
O=C(Oc1c(-c2ccccc2)c(=O)n2c3c(cccc13)CC2)c1cccc([N+](=O)[O-])c1	i	-11.3	i	-2.9	i	i	i	i	6*	i	6.6
COc1ccc(-c2cc(C(F)(F)F)n3nc(C(=O)N4CCCC4)cc3n2)cc1	i	-4.6	i	-10.1	i	i	i	i	i	i	-12.8
Clc1ccc(CSc2nnc(-c3ccncc3)o2)c(Cl)c1	i	-5.9	i	-2.2	i	i	i	i	i	i	8.9
COc1ccc(CNC(=O)C2CCN(S(=O)(=O)c3ccc4nc5c(c(C(=O)O)c4c3)CC(C)CC5)CC2)cc1 (stereo not given)	i	-7.1	i	-3.6	i	i	i	i	i	i	-1.1
Cc1ccc(N=Cc2nc(/C=C/c3cccc([N+](=O)[O-])c3)oc2O)cc1	i	0.2	i	4.1	i	i	i	i	i	i	8.3
CCSc1nc2sc3c(c2c2nnc(SCC(=O)NCc4ccco4)n12)CCCC3	i	-9.2	i	2.2	i	i	.	i	i	.	.
O=C(O)c1ccc(CSc2n[nH]c(-c3ccco3)n2)cc1	i	-10.6	i	-15.5	i	i	i	i	i	i	-0.9
CCCN(CCC)S(=O)(=O)c1ccc(C(=O)Nc2cccnc2)cc1	i	-6.6	i	-11.4	i	i	i	i	i	i	-3.0
C=CCn1c(SCC(N)=O)nc2sc3c(c2c1=O)CCC3	i	0.6	i	-1.6	i	i	i	i	i	i	-0.4
CC(C)C(=O)N1CCN(c2ccc(NC(=O)c3cccs3)cc2)CC1	i	-6.7	i	-7.9	i	i	i	i	i	i	-4.3
Cc1cccc(-n2ncc3c(N4CCCC4)ncnc32)c1	i	-11.9	i	-4.4	i	i	i	i	i	i	1.9
COc1cc(C2C(C#N)=C(N)OC3=C2C(=O)CC(C)(C)C3)cc2c1OCO2 (stereo not given)	i	-4.5	i	3.7	i	i	i	i	i	i	-3.1
CC(C)(C)c1ccc(C(=O)Nc2cccc([N+](=O)[O-])c2)cc1	i	-0.3	i	10.6	i	i	i	i	i	i	9.1
O=C(c1nc2ccc(Cl)cn2c1CN1CCCC(CO)C1)N1CCc2ccccc2C1 (stereo not given)	i	-11.7	i	-4.2	i	i	i	i	i	i	-8.0
CCn1c(SCc2ccc(C(=O)O)cc2)nnc1-c1ccc(Cl)cc1	i	-2.3	i	3.6	i	i	i	i	i	i	.
C/C=C\C(=O)Nc1cccc(C2=NOC3(C2)C[C@H](C(N)=O)N(C(=O)[C@H]2CCC(=O)N2)C3)c1 (stereo not given in full)	i	-4.3	i	-3.8	i	i	.	i	i	.	.
Cc1sc2nc(SCC(=O)N3CCCCC3)[nH]c(=O)c2c1C	i	-8.9	i	-7.6	i	i	i	i	i	i	-4.1
CCN(c1ccc(OC)cc1)S(=O)(=O)c1csc(C(N)=O)c1	i	-4.4	i	-3.2	i	i	i	i	i	i	-4.2
C=CCn1c(O)c(N=NC(=O)CNC(=O)c2cccs2)c2ccccc21	i	-12.8	i	-6.3	i	i	i	i	i	i	-8.2
CC(C)OC(=O)CSc1nnc(-c2ccccn2)n1N	i	-3.1	i	2.6	i	i	i	i	i	i	.
O=c1cn[nH]c2ccccc12	i	-12.7	i	.	i	i	i	i	i	i	-4.1
O=C(NCc1ccccn1)c1ccc(NS(=O)(=O)c2ccccc2)cc1	i	-8.7	i	.	i	i	i	i	i	i	-3.4
CCOc1ccc(N(CC(=O)NCCSCc2ccco2)S(=O)(=O)c2ccc(C)cc2)cc1	i	-5.3	i	-5.5	i	i	i	i	i	i	-1.9
O=C(CSC1CCCCC1)N1CCN(c2ccccc2)CC1	i	-7.6	i	4.8	i	i	i	i	i	i	-6.2
O=C(NC1CCCC1)c1ccc(S(=O)(=O)N2CCCC2)cc1	i	-0.6	i	-3.5	i	i	i	i	i	i	30.2
COc1cccc(/C=C2\CCc3ccccc3C2=O)c1	i	-3.3	i	5.2	i	i	i	i	i	i	8.2
Cc1cc(C(=O)N/N=C/c2cc([N+](=O)[O-])ccc2O)c2ccccc2n1	i	-9.2	i	3.5	i	i	i	i	i	i	-0.5
Cc1ccc(O)c(N=Nc2ccc(S(=O)(=O)N3CCCC3)cc2)c1	i	-12.6	i	-6.4	i	i	i	i	i	i	12.6
Cn1nc(C(=O)OCC(=O)Nc2ccc(S(N)(=O)=O)cc2)c2ccccc2c1=O	i	-5.5	i	0.8	i	i	i	i	i	i	-8.2
COc1cc(/C=N/NC(=O)c2cccs2)ccc1O	i	-13.5	i	7.5	i	i	i	i	i	i	4.2
O=C(CN1CCN(Cc2ccccc2)CC1)Nc1nnc(C(F)(F)F)s1	i	-0.2	i	1.9	i	i	i	i	i	i	.
Cc1c(Cl)c(C(=O)NC2CCCC2)nn1C	i	-5.6	i	-1.1	i	i	i	i	i	i	-0.7
CC(=O)Nc1ccc(NC(=O)C(C)OC(=O)c2ccc3c(c2)OCCO3)cc1 (stereo not given)	i	-8.1	i	.	i	i	i	i	i	i	-7.8
COc1cc(C(c2nnnn2C(C)(C)C)N2CCN(C)CC2)cc(OC)c1OC (stereo not given)	i	-1.4	i	0.1	i	i	i	i	i	i	-4.2
O=C(Nc1cccc(O)c1)c1ccc2c(c1)C(=O)N(Cc1ccco1)C2=O	i	-7.2	i	3.8	i	i	i	i	i	i	0.3
O=C(Oc1ccc(/C=N/NC(=O)c2ccccn2)cc1)c1cccc(F)c1	i	-8.1	i	0.0	i	i	i	i	i	i	1.0
Nn1c(SCC(=O)NCCC2=CCCCC2)nnc1C1CCCCC1	i	-0.2	i	-5.1	i	i	i	i	i	i	0.1
